Screening results (PubChem)
Myeloid diff 2: induction of myeloid progenitor differentiation, primary screen, cell-based, flow cytometry, MLPCN library. hit rate 1% among 360,000. ER-HoxA9 myeloid progenitors, lysozyme-GFP differentiation. calls only at 10 µM;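 active means normalized GFP-positive differentiation at or above the plate's own cutoff, the solvent-only control mean plus 3 SD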;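 further: cells exposed to compound for four days before flow analysis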
NTR1 ag: agonists of NTR1, primary screen, imaging, U2OS cells, beta-arrestin-GFP, high content (AID 493036). hit rate 0.17% among 330,000. activation, % at 20 µM. NTR1-U2OS beta-arrestin-GFP spot imaging, agonist mode;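 active means activation at or above 40% of the spot to cytoplasm intensity ratio, with at least 20 cells analyzed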;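 further: 0% = DMSO without peptide and 100% = 100 nM NTR1 peptide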
Target sequence (P30989 whole entry, looked up): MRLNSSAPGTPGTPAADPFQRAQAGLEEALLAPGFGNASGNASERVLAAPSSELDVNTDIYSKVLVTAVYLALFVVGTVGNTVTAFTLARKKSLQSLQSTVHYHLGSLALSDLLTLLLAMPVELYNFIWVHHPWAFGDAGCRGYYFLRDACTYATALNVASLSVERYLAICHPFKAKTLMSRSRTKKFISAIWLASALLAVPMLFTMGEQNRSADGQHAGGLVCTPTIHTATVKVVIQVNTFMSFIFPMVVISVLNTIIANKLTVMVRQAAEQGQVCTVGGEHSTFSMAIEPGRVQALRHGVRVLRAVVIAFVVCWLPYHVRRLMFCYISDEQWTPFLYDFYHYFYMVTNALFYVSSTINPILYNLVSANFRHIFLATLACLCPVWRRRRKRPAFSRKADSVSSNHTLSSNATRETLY
Rac1 GTP hydrolysis: MgcRacGAP GTPase-activating activity inhibitors, confirmation, biochemical, ADP Hunter fluorescence. hit rate 0.6% among 340,000. inhibition, % at 30 µM; hits with a dose series show IC50 in µM. Rac GTPase-activating protein 1 (Homo sapiens). MgcRacGAP-stimulated Rac1 GTP hydrolysis, ADP Hunter fluorescence; higher % means a stronger effect; GST-tagged Rac1 F28L mutant substrate;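 active means first-screen hits whose inhibition reached a set limit at any dose in the follow-up dose series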;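 further: fluorescence reports GDP produced by GAP-driven GTP hydrolysis; strong numbers were not always called active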
TNAP activation fold: human TNAP enzyme activators, primary screen, biochemical, luminescent, no phosphate acceptor, uHTS (AID 1001); purified TNAP, luminescent activation assay, no phosphate acceptor; higher activation fold means a stronger effect; hit rate 0.03% among 200,000; one-dose activation fold at 20 µM; EC50 in µM for titrated hits; in the data active means activation fold from about 3, or a potency from the dose series; inactive means the rest, 99 in 100 with activation fold below about 1.6; further: many of its hits are not listed in these tables
T cell HTS: modulators of CD8 T cell-vesicle binding, primary screen, mouse 2C CD8+ T cells, flow cytometry; 2C CD8+ T cell-vesicle binding; stronger effect = lower value; calls only at 7 µM; hit rate 0.068% among 330,000; AID 2052, 2009;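 active means response, share of CD8 T cells binding vesicles, and their 90th percentile fluorescence all below set limits, cut at about 80% in these data, passing the limit was not always enough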
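Material: murine 2C transgenic CD8+ T lymphocytes / Also added: QL9-peptide-loaded Drosophila micro-vesicles bearing Ld, ICAM-1 and B7-1 / Schedule: binding step 1.5 h, 37 °C, antibody labelling 20 min, ice / Signal: flow cytometry, PE anti-B7-1 (FL2) versus Alexa647 anti-CD8 (FL8), PFA-fixed / Evaluation: percent CD8+ FL2 mean versus row control / Benchmarks: naked versus QL9-loaded vesicles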
RSV antiviral HEp-2: RSV antiviral activity via CPE protection, HEp-2 cells, primary 10 µM value included (AID 2391); HEp-2 cells, RSV-induced CPE inhibition; higher % means a stronger effect; CPE inhibition, % at 10 µM; hits with a dose series show IC50 in µM; hit rate 0.13% among 310,000; in the data active means a potency from the dose series; further: strong numbers were not always called active
PhoP inhibition: inhibitors of PhoP regulon expression, primary screen, Salmonella Typhimurium, GFP reporter (AID 1863); S. Typhimurium PhoP-regulated promoter GFP reporter, 4 h; higher % means a stronger effect; inhibition, % at 50 µM, or IC50 in µM where a hit was titrated; hit rate 0.16% among 300,000;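 active means inhibition over 29.93%, a cutoff 3 SD above the screen mean, later confirmed by dose response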;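 further: 0% = low Mg2+ inducing control and 100% = high Mg2+ repressing control; strong numbers were not always called active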
SV40 large T antigen: SV40 large T antigen inhibitors, biochemical (AID 1903); SV40 large T antigen ATPase/helicase inhibition assay; higher % means a stronger effect; inhibition, % at 20 µM, or IC50 in µM where a hit was titrated; hit rate 0.39% among 310,000; in the data active means a potency from the dose series; further: strong numbers were not always called active
K1F lysis inhibition: inhibition of K1F phage lysis, E. coli UTI89, bacterial capsule biogenesis inhibitors, alamar blue (AID 488966); E. coli UTI89 K1F phage lysis, alamar blue, 2 h; higher % means a stronger effect; hit rate 0.02% among 340,000; one-dose inhibition, % at 100 µM; IC50 in µM for titrated hits;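 active means phage lysis inhibition, versus mean bacterial control, above a set limit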;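 further: capsule biogenesis inhibitors block K1F phage lysis so surviving cells raise fluorescence; higher fluorescence means more inhibition of phage lysis; actives were called in the ten point dose series up to 300 µM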
T cell HTS vesicle-bound %: second read-out of T cell HTS, no call of its own (marks repeat the call); double positive events, %; measured here: CD8+ vesicle-bound cell fraction;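 binding gate set so that unloaded-vesicle control wells show 10% double positive cells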
NTR1 ag cell count 20 µM: second read-out of NTR1 ag, no call of its own (marks repeat the call); cell count; measured here: cell count, cytotoxicity flag
Myeloid diff 2 GFP+ MAC1+ %: recorded beside Myeloid diff 2, whose call it bears; GFP+ MAC1+ double positive, %; measured here: differentiation confirmed by MAC1 staining
An asterisk follows results filed as active; i = inactive; nt = no result given; + = active, no number; [ ] = dose if it differs, or a comment.

SMILES	Myeloid diff 2	Myeloid diff 2 GFP+ MAC1+ %	NTR1 ag	NTR1 ag cell count 20 µM	Rac1 GTP hydrolysis	TNAP activation fold	T cell HTS	T cell HTS vesicle-bound %	RSV antiviral HEp-2	PhoP inhibition	SV40 large T antigen	K1F lysis inhibition
CCOC(=O)NC(=O)COC(=O)CNC(=O)c1cccc(OC)c1	i	0.5	1.9	56	4.0%	1.1	i	36.0	0.9%	4.4%	13.4%	0.0%
CCN(c1ccccc1)S(=O)(=O)c1ccc(OC)c(NC(=O)C2CCC2)c1	i	0.5	0.5	55	1.2%	nt	i	51.6	nt	nt	nt	-0.2%[50 µM]
c1ccc2nc(-c3ccc4c(c3)OCO4)ccc2c1	i	2.3	2.1	90	-2.6%	1.2	i	27.4	3.6%	-5.6%	5.2%	-0.1%
O=C(Nc1ccc(S(=O)(=O)N2CCc3ccccc32)cc1)c1ccc2c(c1)OCO2	i	6.8	8.2	89	1.7%	1	i	55.9	1.7%	-0.1%	-7.2%	6.0%
CCCC(=O)Nc1ccc(S(=O)(=O)Nc2cc(C)nc(C)n2)cc1	i	1.4	-3.8	94	3.5%	1.1	i	56.3	3.2%	-10.6%	0.8%	-1.3%
CCOC(=O)c1[nH]c(C)c(C(=O)NC2CCCC2)c1C	i	1.8	4.2	51	5.1%	1.1	i	25.4	-0.8%	4.9%	-0.4%	3.1%
O=C(CCS(=O)(=O)c1cccc2nsnc12)NC1CCCCC1	i	1.9	0.0	92	-4.9%	1.1	i	22.5	0.1%	9.9%	-4.1%	-0.9%
CCCOc1ccc(-c2nnn(CC(=O)OCC)n2)cc1	i	2.3	-0.7	70	2.3%	1.1	i	23.4	2.9%	13.7%	10.1%	1.7%
CCOC(=O)n1c(=O)oc2ccccc21	i	8.0	-1.7	50	2.8%	1.1	i	53.9	0.8%	3.0%	16.6%	0.8%
O=C(NCc1ccco1)c1ccc2c(c1)N(Cc1ccc(Cl)cc1)CCS2	i	0.4	1.4	63	-6.5%	nt	i	27.6	18.9%	-3.9%	25.9%	0.0%
CSCCC(NS(=O)(=O)c1ccccc1F)C(=O)NCC(C)(C)N1CCOCC1 (stereo not given)	i	1.6	-0.6	48	5.7%	nt	i	22.5	-0.6%	nt	nt	-0.7%
CCN1C(=O)/C(=C/C=C2/CCCN2C)OC1=S	i	0.4	0.6	74	5.7%	0.8	i	58.7	0.4%	nt	13.7%	3.1%
COc1ccc2oc(-c3ccccc3)c(C(N)=O)c2c1	i	9.4	0.1	88	-3.5%	1.1	i	39.3	11.0%	4.2%	-5.6%	-0.3%
CC1(C)Cc2c(c(-c3ccccc3Cl)[nH]c(=O)c2C#N)CO1	i	0.8	-0.4	52	6.2%	1	i	39.5	5.1%	-4.9%	0.4%	0.8%
N=c1oc2c3c4c(cc2cc1C(=O)Nc1ccccc1)CCCN4CCC3	+	38.8*	-4.9	78	3.5%	0.9	i	63.0	1.9%	-143.8%	-0.2%	0.0%
CCNc1nc(NCC)n2c(SCC(=O)Nc3cc(OC)ccc3OC)nnc2n1	i	1.4	-0.3	73	-2.2%	nt	i	44.5	-0.3%	-4.5%	7.5%	0.5%[50 µM]
Cc1ccc(NC(=O)CS(=O)CC(=O)NC2CCN(Cc3ccccc3)CC2)c(C)c1 (stereo not given)	i	0.6	-0.7	71	3.4%	1.1	i	15.5	0.3%	-4.8%	9.8%	0.0%
CS(=O)(=O)NC1c2cccc3cccc(c23)C1Sc1nncn1/N=C/c1ccco1 (stereo not given)	i	2.1	-1.2	56	4.5%	1.1	i	24.2	2.1%	-13.2%	8.9%	5.9%
Cc1cc(C)c2c(c1)NC(C(=O)O)C1CC=CC21 (stereo not given)	+	1.5*	-1.0	49	171µM*	nt	i	53.4	0.8%	-2.3%	26.8µM*	4.7%
CC(=C\c1ccco1)/C=C1/SC(=S)N(CC(=O)O)C1=O	i	0.4	-0.4	74	21.6%	nt	i	33.3	1.5%	-2.0%	34.4%	-0.2%
CSCCC(=O)N1CCCC(CNC(=O)c2ccccc2Cl)C1 (stereo not given)	i	0.4	-0.1	53	-5.3%	1.1	i	45.6	0.3%	3.4%	14.3%	-2.7%
O=C(Cn1cc2c(n1)CCCCC2)Nc1ccc(F)cc1F	i	6.5	nt	nt	nt	1.1	nt	nt	nt	0.6%	0.6%	nt
CNC(=S)NNC(=O)CCn1nc(C)c(Br)c1C	i	6.4	2.6	61	1.0%	1.1	i	6.8	1.3%	-7.7%	1.9%	-0.2%
Cc1cccc(CSc2nnc(-c3cnccn3)n2C)c1	i	0.4	-1.5	31	5.4%	nt	i	32.6	nt	-4.2%	13.8%	0.9%

The list goes on, starting with the last 2 of the part before.
SMILES	Myeloid diff 2	Myeloid diff 2 GFP+ MAC1+ %	NTR1 ag	NTR1 ag cell count 20 µM	Rac1 GTP hydrolysis	TNAP activation fold	T cell HTS	T cell HTS vesicle-bound %	RSV antiviral HEp-2	PhoP inhibition	SV40 large T antigen	K1F lysis inhibition
CNC(=S)NNC(=O)CCn1nc(C)c(Br)c1C	i	6.4	2.6	61	1.0%	1.1	i	6.8	1.3%	-7.7%	1.9%	-0.2%
Cc1cccc(CSc2nnc(-c3cnccn3)n2C)c1	i	0.4	-1.5	31	5.4%	nt	i	32.6	nt	-4.2%	13.8%	0.9%
Cc1cccc(N2C(S)=C(C#N)C(=O)NC23CCCCC3)c1	i	0.2	3.5	46	25.3%	1.1	i	0.0	1.4%	-23.4%	30.9%	-0.8%[50 µM]
O=C(COC(=O)c1ccc2ncsc2c1)Nc1cccc(Cl)c1	i	1.3	-0.1	68	-4.4%	nt	i	8.2	-0.4%	nt	nt	-0.2%[50 µM]
COc1cc(OC)cc(C(=O)NC(C(=O)Nc2ccc3nc(C)sc3c2)C(C)C)c1 (stereo not given)	i	1.1	-0.1	52	7.1%	nt	i	35.2	0.7%	nt	nt	-0.1%[50 µM]
O=C1Nc2cc(Cl)ccc2C1(N1CCNCC1)C(F)(F)F (stereo not given)	i	0.7	1.4	73	3.2%	1.1	i	50.4	0.0%	-0.1%	-1.1%	-0.2%
COc1ccc(N2CC(C(=O)OCC(=O)NCc3ccccc3)CC2=O)cc1 (stereo not given)	i	4.9	-1.4	44	-1.5%	1.1	i	25.0	0.7%	1.2%	0.5%	-0.1%
O=C(COC(=O)/C=C/c1ccccc1[N+](=O)[O-])NCc1ccco1	i	0.7	1.5	55	-3.9%	nt	i	22.8	nt	nt	nt	1.6%
O=C(CSc1n[nH]c(-c2cccs2)n1)NCc1cccs1	i	1.2	-1.1	81	10.2%	0.8	i	31.4	1.0%	7.8%	1.9%	1.1%
Cc1cc(C)n2nc(SCc3cccc(S(=O)(=O)N(C)C)c3)nc2n1	i	0.8	-1.0	79	8.7%	nt	i	51.9	12.4%	11.1%	3.2%	0.1%
COc1ccc(N2CCN(C(=O)COC(=O)COc3cc(C)cc(C)c3)CC2)cc1	i	1.0	0.8	61	13.4%	nt	i	55.4	-2.3%	-9.4%	15.0%	0.3%[50 µM]
C=CCc1cccc(/C=N/NC(=O)C(C)Nc2ccc(C)cc2)c1O (stereo not given)	i	0.6	0.3	67	-8.0%	1.2	i	48.1	10.2%	13.2%	-2.0%	-1.1%
O=C(NCCCN1CCOCC1)C(=O)N/N=C/c1ccc(F)cc1	i	0.1	0.1	81	-20.4%	1.1	i	59.2	1.3%	0.5%	25.5%	0.1%
CC(C)N(C(=O)Cn1cc(S(=O)(=O)CC(=O)NCc2ccccc2)c2ccccc21)C(C)C	i	1.1	-0.4	64	6.5%	nt	i	21.0	1.1%	-3.7%	12.9%	-1.5%[50 µM]
COc1ccc(NC(=O)CSc2ccccc2)cc1S(=O)(=O)N1CCCCC1	i	0.4	-2.4	56	9.3%	1.2	i	45.1	22.0%	5.8%	5.3%	-0.2%
CCNc1nc(N)nc(-c2cc(Cl)ccc2OC)n1	i	0.7	0.3	53	16.0%	1.2	i	54.1	-0.2%	0.7%	-4.5%	0.2%
CCOc1cc(C)cc2oc(=O)cc(-c3ccccc3)c12	i	5.0	7.3	60	3.6%	1	i	18.6	1.5%	12.3%	2.4%	0.1%
Cc1ccc(S(=O)(=O)N(CC(=O)N2CCOCC2)c2ccccc2F)cc1	i	0.2	-0.8	58	2.1%	nt	i	53.2	-0.6%	8.8%	4.9%	0.4%
CCCOC(=O)c1ccc(NC(=O)c2ccoc2C)cc1	i	0.7	1.2	34	13.6%	1	i	17.5	21.5%	-2.1%	-0.5%	-0.8%
O=C(COC(=O)CCC(=O)c1cccs1)Nc1ccc(S(=O)(=O)N2CCOCC2)cc1	i	1.0	0.1	43	10.4%	1	i	30.2	1.7%	24.7%	1.1%	-0.6%
O=C(NCc1ccc2c(c1)OCO2)C1CCN(S(=O)(=O)N2CCCCC2)CC1	i	0.6	2.1	57	7.9%	1.1	i	18.6	0.3%	8.3%	6.0%	0.3%
Nn1c(SCc2nc3ccccc3[nH]2)nnc1-c1ccccc1	i	0.3	-0.6	84	5.1%	1.1	i	42.4	2.2%	-4.5%	16.3%	0.9%
Cc1ccc(CNC(=O)/C=C/c2cccs2)cc1	i	0.3	0.7	55	5.1%	1.1	i	38.4	2.5%	3.4%	1.8%	8.9%
Cc1ccc(-n2nc(C(=O)O)cc2-c2ccccc2Cl)cc1	i	0.3	-0.8	96	16.9%	nt	i	34.0	1.4%	nt	9.6%	-0.1%
Cc1ccc(NS(=O)(=O)c2c(C)noc2C)cc1	i	1.5	1.1	40	4.4%	nt	i	24.9	1.9%	2.7%	5.1%	0.2%
COc1cccc2c(=O)c3c([nH]c12)OC(C)(C)C3	i	0.6	-0.3	58	5.2%	nt	i	17.3	0.8%	nt	12.5%	0.0%
CN1CCN(c2ccc([N+](=O)[O-])cc2C(=O)N2CCCCC2)CC1	i	0.5	1.5	70	1.1%	1	i	41.9	2.0%	-11.2%	7.3%	-0.8%
COc1ccc(Br)cc1-c1noc(-c2ccccc2)n1	i	0.7	5.3	61	-5.5%	1.1	i	27.3	6.3%	-5.0%	9.9%	-0.4%
CCC(C)(C)n1nnnc1C(c1cccnc1)N1CCC(Cc2ccccc2)CC1 (stereo not given)	i	2.0	2.8	61	12.8%	1.1	i	5.9	-1.6%	5.0%	-0.1%	-0.4%
